Compound activity: PubChem, The Scripps Research Institute Molecular Screening Center
V1R ag counter: agonists of human V1a receptor, primary screen, counter-screen for OXTR agonist project, fluorescence, CHO-V1R cells. activation, % at 3 µM. 320,000 compounds, 0.25% hits. Fluo-8 calcium fluorescence, agonist mode; 0% DMSO, 100% 3 nM vasopressin. Vasopressin V1a receptor (Homo sapiens), P37288. AID 2797, 2010;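 active = activation above the mean activation of all tested compounds plus 3 SD, per screening run, cut at about 20% in these data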;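 note: signal is peak over basal fluorescence ratio across a 100 second FLIPR read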
Target sequence (P37288 whole entry, looked up): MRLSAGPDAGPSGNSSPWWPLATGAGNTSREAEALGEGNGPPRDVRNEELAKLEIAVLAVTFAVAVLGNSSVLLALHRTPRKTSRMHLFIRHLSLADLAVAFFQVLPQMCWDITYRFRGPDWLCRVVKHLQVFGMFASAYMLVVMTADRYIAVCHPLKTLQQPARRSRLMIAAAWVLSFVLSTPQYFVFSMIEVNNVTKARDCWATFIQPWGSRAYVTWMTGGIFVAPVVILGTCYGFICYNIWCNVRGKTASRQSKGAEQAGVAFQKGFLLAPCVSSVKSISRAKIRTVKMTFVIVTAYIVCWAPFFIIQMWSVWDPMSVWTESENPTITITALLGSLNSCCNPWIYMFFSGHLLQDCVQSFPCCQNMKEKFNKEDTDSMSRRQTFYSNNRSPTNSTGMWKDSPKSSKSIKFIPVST
OXTR potentiator: human OXTR potentiators, primary screen, fluorescence, CHO-OTR cells, Fluo-8 calcium; Oxytocin receptor (Homo sapiens), P30559; 320,000 compounds, 0.061% hits; activation, % at 3 µM; AID 2445, 2010; Fluo-8 calcium fluorescence, potentiator mode; 0% = oxytocin EC15, 100% = EC100;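 active = activation above that plate's cutoff, the mean activation of tested compounds plus 3 SD, cut at about 6.6% in these data, passing the limit was not always enough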;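 note: 100% uses oxytocin at 75 nM as the full agonist control; some results filed as inactive read as strong as hits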
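test system = CHO-OTR cells, human receptor | compound = single-point 3.0 µM | schedule = 6 min compound pre-incubation at room temperature, 100 s kinetic read | signal = Fluo-8 no-wash calcium dye fluorescence, excitation 470-495 nm, emission 515-575 nm | repeats = single well per compound, singlicate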
CHO parental Ca: ATP-evoked calcium signal inhibitors, parental CHO, primary screen, counter-screen for OX1R antagonist project, cell-based, fluorescence, Fluo-8 calcium dye | 330,000 compounds, 0.63% hits | inhibition, % at 5.6 µM | parental CHO-K1, ATP-induced calcium, Fluo-8 fluorescence;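 active = inhibition above that plate's mean sample inhibition plus 3 SD, cut at about 26% in these data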;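 note: 0% = ATP-challenged DMSO wells and 100% = DMSO wells without ATP; some compounds past the cut are filed as inactive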
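test system = CHO parental line | reagent = ATP stimulus | measured by = intracellular calcium via Fluo-8 no-wash fluorescent dye | control set = ATP and no-ATP DMSO wells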
GPR7 antag: GPR7 receptor antagonists, primary screen, cell-based, fluorescence, single concentration; GPR7-expressing cells, fluorescence antagonist assay; inhibition, % at 4.4 µM; 290,000 compounds, 1.1% hits; in the data active = inhibition above about 16%, passing the limit was not always enough;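 note: cells stimulated with the agonist NPW; 0% = agonist with vehicle and 100% = vehicle without agonist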
Target sequence (P48145 whole entry, looked up): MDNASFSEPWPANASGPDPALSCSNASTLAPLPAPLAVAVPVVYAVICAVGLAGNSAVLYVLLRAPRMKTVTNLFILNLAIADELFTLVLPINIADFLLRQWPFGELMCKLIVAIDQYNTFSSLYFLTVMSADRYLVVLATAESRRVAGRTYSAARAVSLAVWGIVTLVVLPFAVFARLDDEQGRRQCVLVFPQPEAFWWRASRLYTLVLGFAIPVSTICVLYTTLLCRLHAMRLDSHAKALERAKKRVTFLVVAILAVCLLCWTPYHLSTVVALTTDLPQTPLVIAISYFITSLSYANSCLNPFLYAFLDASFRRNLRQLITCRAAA
CHO-K1 Ca PAM: nonselective calcium activators in parental CHO-K1 cells, primary screen, counter-screen for M1 PAM project, cell-based, Fluo-8 calcium fluorescence, full deck, 1536-well. AID 602247, 2012. 360,000 compounds, 0.02% hits. ATP EC20; 0% at ATP EC20, 100% at ATP max. activation, % at 3 µM;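 active = activation above the run cutoff, the mean activation of all test compounds plus 3 SD, cut at about 40% in these data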;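 note: peak over basal fluorescence ratio in a 140 s read after ATP addition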
OXTR agonist: human OXTR agonists, primary screen, fluorescence, CHO-OTR cells, Fluo-8 calcium | Oxytocin receptor (Homo sapiens), P30559 | Fluo-8 calcium fluorescence; normalized: DMSO 0%, oxytocin 100% | AID 2435, 2010 | activation, % at 3 µM | 320,000 compounds, 0.32% hits;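 active = activation above the mean of all tested compounds plus 3 SD, cutoff set per screening run, cut at about 20% in these data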;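 note: peak over basal fluorescence ratio from a 100 s FLIPR kinetic read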
TAAR1 antagonist: human TAAR1 antagonists, primary screen, Fluo-8 calcium fluorescence, CHO RD-HGA16 cells; inhibition, % at 3 µM; AID 624466, 2012; Trace amine-associated receptor 1 (Homo sapiens), Q96RJ0; antagonist; 360,000 compounds, 1.5% hits;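 active = inhibition above a per-plate cutoff, the mean inhibition of test compounds on that plate plus 3 SD, cut at about 49% in these data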;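 note: 0% = DMSO plus EC80 beta-PEA response and 100% = DMSO alone without agonist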
Target sequence (Q96RJ0 whole entry, looked up): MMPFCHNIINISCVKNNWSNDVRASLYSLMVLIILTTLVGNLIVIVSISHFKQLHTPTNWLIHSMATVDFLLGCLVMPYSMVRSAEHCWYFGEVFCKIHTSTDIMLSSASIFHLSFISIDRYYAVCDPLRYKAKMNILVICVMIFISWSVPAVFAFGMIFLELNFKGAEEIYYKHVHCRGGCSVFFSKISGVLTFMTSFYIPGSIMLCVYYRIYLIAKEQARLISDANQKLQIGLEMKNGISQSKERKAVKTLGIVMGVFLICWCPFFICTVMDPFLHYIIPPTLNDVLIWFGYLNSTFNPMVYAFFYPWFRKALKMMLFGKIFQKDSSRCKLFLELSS
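Material: CHO RD-HGA16 cells bearing hTAAR1; compound dosing: one-point dosing, 3 µM nominal final; schedule: dye loading 75 min at 37 °C, then 30 min room temperature; measured by: calcium fluorescence with Fluo-8; control set: vehicle and agonist controls; replication: n of 1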
CHO-K1 Ca antag: counter-screen for M1 antagonists: effect in parental CHO-K1 cells; AID 602250; inhibition, % at 3 µM; ATP-induced calcium, Fluo-8 fluorescence; 360,000 compounds, 0.6% hits;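 active = inhibition above a per-plate cutoff, the plate's mean sample inhibition plus 3 SD, cut at about 24% in these data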;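 note: 0% = DMSO plus EC80 ATP and 100% = DMSO alone without ATP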
M1 ag parental: counter-screen for M1 agonists: effect in parental CHO-K1 cells. activation, % at 3 µM. Fluo-8 calcium fluorescence; scaled to maximal ATP response, vehicle zero. AID 602248, 2012. 360,000 compounds, 0.48% hits; in the data active = activation above about 15%;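 note: untransfected CHO-K1 host cells lacking M1 receptor as counterscreen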
Starred values were filed as active, the others as inactive; x = not tested or not shown.

SMILES	V1R ag counter	OXTR potentiator	CHO parental Ca	GPR7 antag	CHO-K1 Ca PAM	OXTR agonist	TAAR1 antagonist	CHO-K1 Ca antag	M1 ag parental
CC(C)(C)NC(=O)CSc1n[nH]c(=O)n1-c1ccccc1	-0.2	-10	-2	-3	-13	-0.7	-4	3	-0.3
COc1ccc(C(=O)Nc2nc(-c3ccc([N+](=O)[O-])cc3)c(-c3ccccc3)s2)cc1	0.1	-1	-12	0	15	-1.0	-8	-9	0.1
Cc1ccc(CN2C(=O)C3CCCN3c3ncccc32)cc1 (stereo not drawn)	0.8	-3	-28	-10	13	-0.5	2	-12	-0.2
Cc1ccccc1NC(=O)/C(C#N)=C\c1cn(CC(=O)O)c2ccccc12	0.4	-9	-8	0	20	-1.5	-2	-9	2.1
S=C(Nc1cccnc1)Nc1cccc2cnccc12	-0.2	-18	-5	-6	24	0.3	-12	-12	0.3
CCOC(=O)c1cnc2c(OC)cccc2c1NCc1cccnc1	0.2	-2	-8	2	8	-1.4	-19	7	3.5
CC1=C(C(=O)Nc2ccccc2Cl)C(c2ccc(N(C)C)cc2)NC(=O)N1 (stereo not drawn)	0.7	-8	-16	-13	8	0.5	-4	-2	1.8
Cc1nn(Cc2ccccc2Cl)c(C)c1NC(=O)Cn1nc([N+](=O)[O-])c(Cl)c1C	2.2	-11	5	6	0	1.1	6	-3	0.1
CC(=O)NC(CC(=O)Nc1cccc(S(=O)(=O)N2CCCC2)c1)c1ccccc1 (stereo not drawn)	-0.8	-3	-6	-15	1	-0.8	-10	4	0.2
c1ccc(Cc2c[nH]c3ccccc23)cc1	0.9	-1	-13	-8	14	-0.7	5	-14	0.5
Cc1nn(C)c(C)c1NC(=O)c1cc2nc(-c3ccco3)cc(C(F)(F)F)n2n1	-0.5	-4	-17	-4	24	0.0	4	-3	7.6
Cc1ccc(C(=O)N2CCCC(C(=O)c3ccc(Cl)cc3C)C2)cn1 (stereo not drawn)	6.3	-4	-21	-5	-11	5.0	-11	-16	3.4
COc1ccc(S(=O)(=O)Cc2ccc(C(=O)NC3CC3)o2)cc1	1.0	-5	-9	-6	10	0.3	-8	7	0.9
CCOc1ccc(/C=N/OCC(=O)NCc2cccs2)cc1	-0.1	-2	6	-7	18	-2.9	-19	-3	0.6
CC(=O)NCCc1nc2ccccc2n1CCOc1ccc(C)cc1	-0.1	6	-10	-12	-18	1.8	-7	1	0.5
Cc1ccc(/C=N/NC(=O)C2(O)c3ccccc3-c3ccccc32)o1	1.0	1	2	18	-4	2.1	1	5	0.4
O=C(N=Nc1c(O)[nH]c2ccccc12)c1cccc(S(=O)(=O)N2CCCCC2)c1	1.1	-3	-13	-6	-8	-0.3	-3	-11	0.3
CNC(=O)c1ccsc1NC(=O)c1ccc(S(=O)(=O)N2CCCc3ccccc32)cc1	1.3	-10	13	-12	19	0.9	26	-10	2.2
Cc1ccc(S(=O)(=O)N2CCN(C(=O)c3ccc(COc4ccccc4)o3)CC2)cc1	3.0	-8	-27	x	-9	-0.2	7	-7	0.3
N/C(=N\OC(=O)c1cccc(C(F)(F)F)c1)c1cnccn1	4.1	-2	-8	-17	27	-0.2	-11	1	0.5
COc1ccc(-c2nc(CS(=O)CC(=O)NCCc3ccc(OC)c(OC)c3)c(C)o2)cc1 (stereo not drawn)	0.1	-6	-2	-11	17	0.3	3	-2	1.1
C#CCn1cc(C=C2C(=O)c3ccccc3C2=O)c2ccccc21	x	x	x	8	10	x	6	-11	0.7
Cc1cc(C)c2c(=O)[nH]c(SCC(=O)Nc3ccc(Br)cc3)nc2n1	-0.2	-7	-2	-6	-8	0.3	-14	0	0.2
NC(=O)CN1CCN(C(=O)Nc2ccccc2)CC1	-0.8	-5	-3	-6	22	-0.5	-7	-3	0.3
C=CCNC(=S)NNC(=O)COc1ccc2cc(Br)ccc2c1	1.9	-7	7	-2	-11	3.1	27	0	1.0
CCOC(=O)/C=C1\CC(=O)Nc2nonc2N1	-0.5	4	3	-4	9	0.2	6	-4	0.4
CCCCCn1c(N(C)Cc2ccccc2)nc2c1c(=O)[nH]c(=O)n2C	-1.2	1	-14	1	15	-1.1	-13	-6	0.9
COc1cccc(-c2noc(CCC(=O)NCC3CCCO3)n2)c1 (stereo not drawn)	0.6	-1	-8	-11	7	0.9	1	-15	-0.7
O=C(Cn1nc(CNc2ccc(Cl)cc2)[n+]2c1CCCCC2)c1ccc(Br)cc1	0.3	0	-19	-3	7	-0.8	-7	-9	2.6
O=S1(=O)C=C(SCc2ccc(F)cc2)Nc2ccccc21	6.4	-10	-14	3	10	6.9	4	-18	2.5
Cc1ccc(S(=O)(=O)N2CCOCC2)cc1NC(=O)CNCc1cccnc1	1.1	-1	0	-16	2	0.2	-7	-1	0.2
Cc1ccc(C(=O)CSc2nc3c([nH]2)c(=O)n(C)c(=O)n3C)cc1	1.0	-17	-7	-17	12	-0.1	-12	2	-0.1
CC(=O)c1ccc(N(C(=O)CNC(=O)c2ccco2)C(C(=O)NC2CCCC2)c2ccc(C)o2)cc1 (stereo not drawn)	0.2	-5	-6	-6	5	-0.7	-3	-10	0.2
COc1ccc(-c2cc(C#N)nc(N3CCN(c4ccccc4)CC3)n2)cc1	1.0	-6	-10	-7	14	0.3	2	-6	0.0
c1ccc2c(NC3CCCC3)nnc(NC3CCCC3)c2c1	-0.9	-14	-19	20	11	-2.3	-4	-2	0.2
S=c1nc(-c2cc(Cl)ccc2Cl)[nH][nH]1	0.8	-3	-15	-16	-14	0.3	18	26*	-0.3
COc1ccccc1N1CCN(C(=O)CCNS(=O)(=O)c2cc(Br)cnc2N)CC1	2.7	-7	-19	-3	-10	2.1	-8	-8	2.1
Cc1ccc(C(=O)OC(C)CN2C(C)CCCC2C)cc1 (stereo not drawn)	-0.4	-6	-6	-7	-3	0.5	-9	-14	0.7
COc1ccc(C(CNC(=O)CNC(=O)c2ccccc2)N2CCCC2)cc1 (stereo not drawn)	0.5	-3	-11	x	11	0.8	3	-14	1.0
CC(=O)Oc1ccc(OC(C)=O)c2c1CC(C)=C(C)C2	-0.7	-10	-11	-11	25	-1.6	-7	-18	0.8

Profiles, quoted from the list. Screens in order: V1R ag counter	OXTR potentiator	CHO parental Ca	GPR7 antag	CHO-K1 Ca PAM	OXTR agonist	TAAR1 antagonist	CHO-K1 Ca antag	M1 ag parental
COc1cccc(-c2noc(CCC(=O)NCC3CCCO3)n2)c1 (stereo not drawn) is listed with 0.6	-1	-8	-11	7	0.9	1	-15	-0.7
COc1ccc(C(CNC(=O)CNC(=O)c2ccccc2)N2CCCC2)cc1 (stereo not drawn) is listed with 0.5	-3	-11	x	11	0.8	3	-14	1.0
NC(=O)CN1CCN(C(=O)Nc2ccccc2)CC1 is listed with -0.8	-5	-3	-6	22	-0.5	-7	-3	0.3
Cc1ccc(S(=O)(=O)N2CCN(C(=O)c3ccc(COc4ccccc4)o3)CC2)cc1 is listed with 3.0	-8	-27	x	-9	-0.2	7	-7	0.3

The results go on:
SMILES	V1R ag counter	OXTR potentiator	CHO parental Ca	GPR7 antag	CHO-K1 Ca PAM	OXTR agonist	TAAR1 antagonist	CHO-K1 Ca antag	M1 ag parental
CSc1ncccc1C(=O)N1CCN(S(=O)(=O)c2cc(C)ccc2C)CC1	0.5	-18	2	3	2	0.2	7	-13	5.3
CCOc1ccc(N/C=C/C(=O)c2ccc(OC)cc2)cc1	0.5	4	-20	-8	-13	-1.3	-14	-1	-0.5
Clc1ccc(OCCCNCc2ccccc2)c2ccccc12	2.2	-13	14	24	-3	6.9	32	5	1.8
CC(C)Oc1ccccc1OCCCOc1cccc2cccnc12	0.1	-12	-29	-21	12	0.2	22	-1	3.4
NC(=O)COc1ccc2oc(-c3ccccc3)cc(=O)c2c1	x	x	x	5	17	x	-2	-14	0.4
CC(C)c1cc(C(=O)OCC(=O)N2CCN(C(=O)c3ccco3)CC2)c(O)c(C(C)C)c1	-0.5	-6	-24	-2	13	-1.9	-7	-4	0.3
Cn1c(/C=C/c2ccccc2[N+](=O)[O-])nc2ccccc2c1=O	x	x	x	-20	-14	x	10	14	0.5
CCOc1cccc2cc(C(C)=O)oc12	-0.6	-12	-6	-15	29	-0.1	-8	-17	1.9
Cc1ccc(OCc2nnc(SCC(=O)N3C(C)CCCC3C)o2)cc1 (stereo not drawn)	1.5	-5	-25	5	-10	1.1	-12	-7	3.0
CC(C)(C)N(C(=O)Cn1nnc(-c2ccc(F)cc2)n1)C(C(=O)NC1CCCC1)c1ccncc1 (stereo not drawn)	0.9	0	-13	-14	12	-0.4	-3	10	10
Cc1ccc(CNc2nc(C)nc3sc4c(c23)CCC4)cc1	0.3	-8	2	20	-6	-1.7	17	11	4.6
Cc1[nH]nc(C(F)(F)F)c1N=NN1CCOCC1	x	x	x	x	14	x	-32	-9	0.8
Cc1cc(C)cc(N(CCC#N)C(=O)COC(=O)CN2C(=O)NC(C)(C)C2=O)c1	0.0	-5	-7	x	7	1.6	-33	-4	0.6
Cc1ccc(C(=O)COC(=O)c2cccc(O)c2)s1	x	x	x	x	14	x	-13	-6	0.6
CC1(Cc2ccc(Cl)cc2)C(=O)Nc2ccc(-c3ccc(F)c(Cl)c3)cc21 (stereo not drawn)	x	x	x	x	1	x	-18	13	0.1
CCCCN1C(=O)C(CC(=O)NC2CCCCC2)CC(C(=O)N(C(C)C)C(C)C)=C1C (stereo not drawn)	x	x	x	x	10	x	-7	-2	-0.2
O=C(O)C1C(=O)NCC1c1ccccc1 (stereo not drawn)	1.2	-13	-6	1	-9	0.2	17	16	-0.3
O=C(Nc1ccc2c(c1)OCO2)Nc1ccccc1F	1.4	-4	-3	19	7	-0.5	-22	-7	2.8
C#CCN(C[C@@H]1[C@@H](OC(=O)NCCCCCC)[C@@H](OC(=O)NCCCCCC)Cn2c(=O)ccc(=O)n21)S(=O)(=O)c1ccc(C)cc1	x	x	x	x	0	x	-12	-10	0.1
CCN(/N=C/C=C/c1ccccc1)c1cc(=O)n(C)c(=O)[nH]1	-0.8	3	-11	-4	27	0.2	-3	-7	2.8
COc1ccc(S(=O)(=O)N2CCCCC2)cc1NC(=O)CNc1ccccc1N1CCCC1=O	0.2	-4	-20	x	15	0.9	-2	-9	0.1
O=C(CNCC1CCCO1)N1CCCc2ccccc21 (stereo not drawn)	0.4	-6	-3	-7	7	-0.2	2	-4	1.0
